GRIN3A LBD mod – binders of NR3A ligand-binding domain, primary screen, biophysical, differential scanning fluorimetry, uHTS | NR3A LBD differential scanning fluorimetry, Tm shift; 0% = protein alone, 100% = glycine-bound protein | AID 1259313, 2017 | Tm shift relative to glycine control, % at 25 µM | actives 2.5% (n = 340,000);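 active = melting temperature shift of at least 10% of the positive control shift, at one fixed dose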
MPTP inh – mitochondrial permeability transition pore inhibitors, primary screen, biochemical, isolated mouse mitochondria, absorbance. Ca2+ swelling absorbance, 30 min. inhibition, % at 10 µM. actives 1.4% (n = 360,000). AID 602449, 2012;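 active = inhibition of 50% or more, scaled per plate between neutral and stimulator controls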;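 note: 0% = DMSO wells given calcium and 100% = 1 mM EGTA wells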
SENP6 inh – SENP6 protease inhibitors, primary screen, biochemical, luminescence, uHTS; Sentrin-specific protease 6 (Homo sapiens), Q9GZR1; Recombinant SENP6 catalytic domain, aminoluciferin luminescence; inhibition, % at 10 µM; actives 1.8% (n = 330,000);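 active = inhibition above about 50% at the single tested dose, limit read from the data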;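 note: plate controls were DMSO wells with enzyme for no effect and DMSO wells lacking enzyme for full effect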
PfGluPho inh – PfG6PD enzyme inhibitors, primary screen, biochemical, fluorescence intensity, uHTS; actives 0.78% (n = 350,000); inhibition, % at 20 µM; glucose-6-phosphate dehydrogenase-6-phosphogluconolactonase (Plasmodium falciparum 3D7); PfGluPho enzyme, NADPH resazurin-diaphorase fluorescence;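 active = inhibition reaching at least a set limit at 20 µM in the primary screen, cut at about 59% in these data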;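 note: 0% = DMSO wells with substrate and 100% = DMSO wells lacking glucose-6-phosphate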
SENP8 block – human SENP8 protease inhibitors, primary screen, biochemical, fluorescence, Nedd8 protein substrate, uHTS; Sentrin-specific protease 8 (Homo sapiens), Q96LD8; recombinant SENP8; inhibition, % at 20 µM; actives 0.64% (n = 360,000); in the data active = inhibition mostly above about 40%, no sharp cut-off; inactive = mostly below about 27%
Target sequence (Q96LD8 whole entry, looked up): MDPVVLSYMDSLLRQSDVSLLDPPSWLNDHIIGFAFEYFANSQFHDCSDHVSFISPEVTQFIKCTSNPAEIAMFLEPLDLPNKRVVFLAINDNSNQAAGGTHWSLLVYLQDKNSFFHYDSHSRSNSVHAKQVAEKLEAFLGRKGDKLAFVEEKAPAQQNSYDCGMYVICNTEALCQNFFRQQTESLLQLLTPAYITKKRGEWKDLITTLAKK
ATG4B inhibitor – ATG4B protease inhibitors, primary screen, biochemical, fluorescence, uHTS | Cysteine protease ATG4B (Homo sapiens), Q9Y4P1 | ATG4B cleavage of LC3-PLA2, NBD-HPC fluorescence, 1 h | inhibition, % at 8.33 µM | actives 0.51% (n = 340,000) | AID 504462, 2011; in the data active = inhibition above about 40%
Target sequence (Q9Y4P1 whole entry, looked up): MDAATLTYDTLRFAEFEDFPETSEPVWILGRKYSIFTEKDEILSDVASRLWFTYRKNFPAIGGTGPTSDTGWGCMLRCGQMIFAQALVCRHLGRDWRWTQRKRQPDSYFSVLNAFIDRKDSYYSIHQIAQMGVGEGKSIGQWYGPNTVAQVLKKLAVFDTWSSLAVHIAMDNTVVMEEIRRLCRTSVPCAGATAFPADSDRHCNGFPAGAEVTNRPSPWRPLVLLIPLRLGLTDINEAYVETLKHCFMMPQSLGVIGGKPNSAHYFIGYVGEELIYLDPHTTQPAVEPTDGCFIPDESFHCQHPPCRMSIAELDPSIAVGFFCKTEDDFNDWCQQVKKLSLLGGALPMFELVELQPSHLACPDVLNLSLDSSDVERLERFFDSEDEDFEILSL
SENP7 inh – SENP7 protease inhibitors, primary screen, biochemical, luminescence, uHTS; Sentrin-specific protease 7 (Homo sapiens), Q9BQF6; recombinant SENP7, Z-RLRGG-aminoluciferin luminescence, 40 min; inhibition, % at 5 µM; actives 1.5% (n = 330,000); AID 434973, 2010;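 active = inhibition above about 50% at the single test dose, limit read from the data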;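 note: plate controls were DMSO with enzyme for no effect and no enzyme buffer wells for full effect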
Target sequence (Q9BQF6 706-1050 limits assumed): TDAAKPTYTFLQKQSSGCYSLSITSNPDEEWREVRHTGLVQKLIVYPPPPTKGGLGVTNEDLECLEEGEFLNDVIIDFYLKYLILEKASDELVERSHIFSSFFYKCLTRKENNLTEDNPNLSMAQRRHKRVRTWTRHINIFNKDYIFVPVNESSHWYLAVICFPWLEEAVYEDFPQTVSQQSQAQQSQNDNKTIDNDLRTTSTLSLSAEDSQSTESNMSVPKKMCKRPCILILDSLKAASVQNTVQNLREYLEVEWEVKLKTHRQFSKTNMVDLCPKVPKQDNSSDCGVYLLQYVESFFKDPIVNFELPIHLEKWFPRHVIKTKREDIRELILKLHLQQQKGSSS
HKDC1 inhibitor – HKDC1 hexokinase inhibitors, primary screen, biochemical, fluorescence, uHTS. Q2TB90. recombinant HKDC1, G6PDH/diaphorase resazurin coupled fluorescence. inhibition, % at 20 µM. actives 0.16% (n = 340,000);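 active = inhibition above about 35% when tested at 20 µM, limit read from the data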;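 note: plate controls were DMSO wells with enzyme for no effect and DMSO wells lacking enzyme for full effect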
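Test system: HK5 enzyme. Quantity: 5 µg/mL HK5 final. Reagent: glucose and ATP substrates. Schedule: 90 min reaction incubation at room temperature, dark. Technique: resazurin-to-resorufin fluorescence via G6PDH and diaphorase coupling, 525/613 nm. Control set: DMSO wells with and without enzyme mix.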
* hit, by the source's call; i = inactive; / = no result given.

Start of the listing, in advance:
SMILES	GRIN3A LBD mod	MPTP inh	SENP6 inh	PfGluPho inh	SENP8 block	ATG4B inhibitor	SENP7 inh	HKDC1 inhibitor
O=C(NN1CCOCC1)c1cc(-c2ccc(Br)cc2)nc2ccccc12	-3	8.1	12	-2	8	-3	12	-11
CCOc1ccc(Cc2onc3c2C(=O)CCC3)cc1OCC	0	-3.1	6	-9	0	-2	7	0
CC(Sc1nnc(N)s1)c1ccccc1Cl (stereo unspecified)	3	-1.4	5	36	1	-5	-7	-3
O=C(O)c1cccc(C(=O)Cc2ccccc2)c1	2	1.2	75*	-25	29	-14	43	-6
Cc1c(C(=O)NCC2CCCO2)oc2ccc(S(=O)(=O)N3CCCC3)cc12 (stereo unspecified)	3	1.1	2	-5	22	-12	8	-3
CCC(Sc1nc2ccccc2c(=O)n1CCN1CCOCC1)C(=O)NCc1cccnc1 (stereo unspecified)	1	0.5	11	-4	-8	0	1	-9
CS(=O)(=O)N(CC(=O)NCc1ccccc1)Cc1ccc(Cl)cc1	-1	-3.6	-6	-11	6	-3	1	-7

This part in full, repeating the preview:
SMILES	GRIN3A LBD mod	MPTP inh	SENP6 inh	PfGluPho inh	SENP8 block	ATG4B inhibitor	SENP7 inh	HKDC1 inhibitor
O=C(NN1CCOCC1)c1cc(-c2ccc(Br)cc2)nc2ccccc12	-3	8.1	12	-2	8	-3	12	-11
CCOc1ccc(Cc2onc3c2C(=O)CCC3)cc1OCC	0	-3.1	6	-9	0	-2	7	0
CC(Sc1nnc(N)s1)c1ccccc1Cl (stereo unspecified)	3	-1.4	5	36	1	-5	-7	-3
O=C(O)c1cccc(C(=O)Cc2ccccc2)c1	2	1.2	75*	-25	29	-14	43	-6
Cc1c(C(=O)NCC2CCCO2)oc2ccc(S(=O)(=O)N3CCCC3)cc12 (stereo unspecified)	3	1.1	2	-5	22	-12	8	-3
CCC(Sc1nc2ccccc2c(=O)n1CCN1CCOCC1)C(=O)NCc1cccnc1 (stereo unspecified)	1	0.5	11	-4	-8	0	1	-9
CS(=O)(=O)N(CC(=O)NCc1ccccc1)Cc1ccc(Cl)cc1	-1	-3.6	-6	-11	6	-3	1	-7
O=C(C1CCCN(S(=O)(=O)c2cccc3cccnc23)C1)N1CCN(c2ccccc2F)CC1 (stereo unspecified)	-3	-0.9	6	5	10	0	-4	-4
O=C(Nc1ccc2c(c1)OCCO2)C(=S)NCc1ccccc1	0	1.3	-27	-1	30	10	8	-4
Cc1ccc(-c2cc(C(=O)Nc3cnn(C(C)C)c3)no2)cc1	-5	-0.2	11	-7	10	-10	-4	5
Cc1ccc(-c2csc3nc(-c4ccncc4)[nH]c(=O)c23)cc1	1	98*	-11	-5	-418	1	-7	5
S=C(Nc1ccc(Cl)cc1)NC1CC2CCCC(C1)N2C1CCCC1 (stereo unspecified)	-1	2.2	-2	12	10	2	-3	-2
O=C1NCCN1CCNS(=O)(=O)c1ccc(F)c(Cl)c1	2	1.0	-19	7	27	-2	-3	-3
C/C=C/C(=O)OCC(=O)Nc1ccccc1Br	-1	-0.9	-5	3	23	-4	7	-3
CCOc1ncccc1C(=O)N1CCN(S(=O)(=O)c2ccccc2)CC1	-1	0.3	6	-12	11	6	-1	1
COc1cc(C(=O)N(CCN(C)C)CC2CCCN(Cc3ccccc3F)C2)ccc1C (stereo unspecified)	-7	-0.4	-15	10	18	4	-12	-6
Cc1cccc2cc(CN(CC3CCCO3)C(c3nnnn3Cc3ccco3)C(C)C)c(=O)[nH]c12 (stereo unspecified)	-1	-0.7	4	23	-106	-13	9	-2
CCCCCn1c(=S)[nH]c2ncccc2c1=O	-1	2.1	-9	-6	19	9	2	-2
O=C(CCc1ccccc1)N=C1SC2CS(=O)(=O)CC2N1c1ccccc1F (stereo unspecified)	-1	-1.3	-23	8	9	-10	-4	-9
CC(C)(C)c1cc2cccnc2n1Cc1ccccc1	-2	0.7	-15	3	-36	6	-11	-10
C#CC(=O)CC1(CN(Cc2ccccc2)C(=O)OC(C)(C)C)CCCCC1	3	-2.0	/	6	3	-1	/	19
Cc1nonc1NC(=O)CSc1nnc(N)s1	-2	-0.3	3	3	-1	3	-2	-8
Cc1ccccc1-n1c(SCC(=O)NCC2CCCO2)nnc1-c1ccncc1 (stereo unspecified)	2	-1.1	3	-4	-3	-3	-5	-5
CCNc1nc(Cl)nc(N(NC(C)=O)C(C)CC)n1 (stereo unspecified)	1	1.2	-1	-11	21	-11	-2	-4
COc1ccc(OC)c(NC(=O)C(=O)N/N=C/c2ccccc2[N+](=O)[O-])c1	-1	-0.7	-7	-1	16	-22	92*	-10
Following part:
SMILES	GRIN3A LBD mod	MPTP inh	SENP6 inh	PfGluPho inh	SENP8 block	ATG4B inhibitor	SENP7 inh	HKDC1 inhibitor
O=C(C1=C(O)C(=O)N(CCN2CCOCC2)C1c1cccc([N+](=O)[O-])c1)c1cccs1 (stereo unspecified)	-4	0.1	-1	6	16	-2	-5	5
Cc1ccc(N2C(=O)CC(N3CCN(S(=O)(=O)c4ccccc4)CC3)C2=O)c(C)c1 (stereo unspecified)	3	2.2	-14	-1	3	-13	-5	-4
O=C(O)CCC(=O)Nc1ccc(C(=O)OCC(=O)c2ccc(Cl)cc2Cl)cc1	-3	-0.3	4	-15	9	27	1	-8
CCOc1ccc2nc(N3C(=O)CNC3=S)sc2c1	17*	3.7	39	5	1	-11	26	-1
Cc1cc(NC(=O)c2ccc(Cl)cc2)n(CCOC(=O)c2ccc(Cl)cc2)n1	-8	1.4	12	-1	10	-7	5	-5
CN(CP(=O)(O)CCc1ccccc1)S(C)(=O)=O	-1	0.8	-4	-3	16	-2	0	-3
Cc1ccc(-c2ccnc3nc(-n4cccc4)nn23)o1	-2	-0.4	-1	-2	-392	-8	5	5
CCCn1c(N)c(C(=O)CSc2n[nH]c(-c3ccc(C)cc3)n2)c(=O)[nH]c1=O	0	-0.9	-7	-7	-6	1	-5	0
Cc1noc(C)c1COc1ccccc1C(=O)NNC(=O)C(C)Oc1ccccc1F (stereo unspecified)	4	-1.4	-17	-11	11	-3	9	-5
COCCn1c(SC(C)C(=O)Nc2ccc3c(c2)OCCO3)nc2ccccc2c1=O (stereo unspecified)	-1	-0.7	-8	3	16	2	8	-3
Cc1c(Cl)c(=O)oc2cc(OCC(=O)N3CCCC(C)C3)ccc12 (stereo unspecified)	-2	-0.5	-13	-4	i	12	-1	5
Cc1ccc(NC(=S)Nc2c(C)n(C)n(-c3ccccc3)c2=O)cc1Cl	-1	3.5	1	-10	20	1	9	-5
O=C(CN1CCOCC1)Nc1ccc(OC(F)(F)F)cc1	-3	0.7	-6	5	8	-3	-17	-4
COc1ccc(CNc2ccc(Br)cc2)cc1	1	1.2	-13	0	10	3	5	-2
CC(OC(=O)C1CC(O)CN1S(=O)(=O)c1ccccc1[N+](=O)[O-])C(=O)N1CCCCC1 (stereo unspecified)	0	-0.3	5	-25	10	-10	2	5
CC1CCCC(NC(=S)NC(=O)c2cncc(Br)c2)C1C (stereo unspecified)	-1	0.6	-1	6	3	1	3	-6
Cc1ccc(C(=O)NNC2=NC(C)(C)Cc3ccccc32)cc1	0	0.4	1	-15	33	10	-2	-3
COc1cccc(/C(O)=C/C(=O)C(=O)Nc2ccc(S(=O)(=O)NC(C)=O)cc2)c1	0	-0.2	13	-18	16	-1	3	-2
CNS(=O)(=O)c1cccc(C(=O)OCC(=O)Nc2ccc(OC)cc2[N+](=O)[O-])c1	-2	-0.2	-16	10	15	-7	-1	-7
Cc1cccc(OCC(=O)N2CCCc3ccccc32)c1	-1	3.1	-5	9	23	-30	2	-9
CCCCNS(=O)(=O)NC(=O)C1=C(N2CCCC2)COC1=O	0	0.3	-16	2	6	-8	4	5
CN(C)c1ccc(C(=S)N2CCN(c3ccccc3)CC2)cc1	3	-1.1	-8	7	10	4	-5	2
CCOC(=O)C1(CC2CCCCO2)CCN(Cc2nccn2-c2ccc(OC)cc2)CC1 (stereo unspecified)	-1	-0.6	-4	2	4	-7	-2	-11
Cc1ccc(S(=O)(=O)N2CCCCC2)cc1NC(=O)COC(=O)c1cc[n+]([O-])cc1	-1	-0.7	3	-14	13	4	-1	17
Cc1noc(NC(=O)c2ccc(F)cc2)c1C#N	0	0.7	-12	3	37	-4	-6	-6
(continued)
SMILES	GRIN3A LBD mod	MPTP inh	SENP6 inh	PfGluPho inh	SENP8 block	ATG4B inhibitor	SENP7 inh	HKDC1 inhibitor
O=C(N/N=C1\CCCc2ccccc21)c1cccc(Br)c1	0	-4.0	-30	3	14	5	-11	-7
COc1cc2cc(C(c3nnnn3C3CCCC3)N(C)C3CCCCC3)c(=O)[nH]c2cc1OC (stereo unspecified)	0	1.8	9	3	-250	-3	1	-6
Cc1cccc(OCC(=O)Nc2ccc(C(=O)c3ccc(C(=O)O)cc3)cc2)c1	-2	-0.7	8	-3	1	-8	2	6
c1ccc(-c2nc3ccccc3[nH]2)cc1	-16	0.0	76*	27	-12	-7	76*	3
CC(=O)Nc1cc(O)cc(O)c1	0	-1.1	-10	5	8	0	0	-1
Cc1cc(C)n(C(=O)CNC(=O)c2ccc(Cl)cc2Cl)n1	0	1.1	27	5	13	-3	29	-7
O=C1COc2ccc(C(=O)COC(=O)/C=C/c3cccc(F)c3)cc2N1	-1	-0.2	2	-11	23	-3	10	-9
O=C(CC1N=C(Cc2ccccc2)NNC1=O)N/N=C/c1ccc([N+](=O)[O-])cc1 (stereo unspecified)	-3	-0.4	12	4	28	-6	4	3
CC(=O)c1c(C)[nH]c(C(=O)N2CCN(C(=O)c3ccco3)CC2)c1C	2	-0.1	-6	3	0	-3	-3	-1
COc1ccccc1OCC(=O)Nc1c2c(nn1-c1ccccc1)CS(=O)(=O)C2	-1	-0.5	-9	4	-3	3	-3	0
CN(C)/C=C/C(=O)c1cnc2n(c1=O)CCS2	-1	0.3	1	12	15	1	4	-9
C/C=C\C=C/C(=O)Nc1cccc(C2=NOC3(C2)C[C@@H](C(N)=O)N(C(=O)CCCCC)C3)c1 (stereo partly specified)	1	-0.8	-2	20	2	-13	4	1
COc1cccc(-c2nc(CS(=O)(=O)CC(=O)N3CCN(c4ccccn4)CC3)c(C)o2)c1	5	-0.7	-26	7	5	-10	17	-3
Cc1ccc(-n2c(-c3ccccc3)n[nH]c2=S)c(C)c1	-5	2.1	-20	27	-70	11	5	6
NC(CO)c1cn([C@@H](CCC(=O)O)C(=O)N2CCNCC2)nn1 (stereo partly specified)	-2	5.0	-12	2	14	-15	16	-4
CCN(Cc1nc2cc(Cl)ccc2c(=O)[nH]1)C(=O)c1cccc(NC(=O)c2cccs2)c1	-3	2.7	17	1	-18	-4	-3	6
COC(=O)c1ccc2c(c1)N(C)CCS2	-2	-3.2	-12	36	-445	-6	-9	-4
Cc1cc(Cl)ccc1OC(C)C(=O)NC(C)C1CCCO1 (stereo unspecified)	-1	0.4	-5	-2	-4	-5	-10	-2
O=C(CC(Cc1ccccc1)C(=O)O)Nc1ccc(Cl)c(Cl)c1 (stereo unspecified)	-1	-0.6	-17	-26	24	-4	3	2
CN1CC(=O)NC1=NC(=O)c1cc(F)c(F)cc1Cl	1	1.6	-4	-13	27	-1	-6	-13
CC(C)c1nc(-c2ccccn2)no1	3	-0.5	-6	-4	22	3	-2	-1
COC1OC(COCc2ccccc2)C(N)C(OCc2ccccc2)C1OCc1ccccc1 (stereo unspecified)	3	1.6	/	11	14	-7	/	-4

Bioassay records deposited in PubChem BioAssay by Sanford-Burnham Center for Chemical Genomics.
